Screens: PubChem, National Center for Advancing Translational Sciences (NCATS)
MmCpn inh – M. maripaludis TRiC chaperonin inhibition; purified Mm-Cpn ATPase, ADP Transcreener TR-FRET; Potency, µM (titrated, usually from 76.9 µM), for the others: at the highest dose activity, negative = inhibition, hits mostly inhibitors; hit rate 0.031% among 330,000; AID 504842; also: potency is read from the fitted curve at half-maximal effect; % is scaled to controls: 0 for no effect and ±100 for the full control effect; nearly all actives have a fitted effect of over 80% in size
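ATP (10 uM final) was added to archaeal chaperonin (25 nM final) after 10 min exposure to test compound at 37°C; after 30 min further incubation, ADP was detected by competitive TR-FRET.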
Akt phos inh – blocks phosphorylation of Akt | hit rate 0.32% among 360,000 | Neuro2A IGF-stimulated pAkt S473 HTRF, 20 min; stronger effect = lower value | AID 651550 | activity change, % for hits at 50 µM; in the data active = activity change below about -80%; inconclusive = mostly about -51% to -80%; also: % is scaled to controls: 0 for no effect and ±100 for the full control effect
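Neuro2A cells (4,500/well, DMEM with 0.5% FBS) were treated with compound at a single 50 µM final concentration, stimulated with 6 nM IGF for 20 min at 37 °C, and lysed. Phospho-Akt Ser473 was read by HTRF as 665/615 ratio ×10^4.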
Abeta yeast res – compounds reversing amyloid beta toxicity in yeast | yeast expressing A-beta42, growth rescue, OD600, 48 h; response scale: 0% DMSO, 100% iron-clioquinol control | Potency, µM (top dose mostly 46.1 µM), for inactives: at the highest dose growth rescue, most hits filed as activators | hit rate 0.063% among 410,000 | AID 1347071; also: potency is read from the fitted curve at half-maximal effect; nearly all actives have a fitted effect of over 55% in size
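Yeast growth medium received pinned compounds, then yeast cells expressing toxic A-beta were added; plates incubated at 30 C for 48 hr. Growth read as absorbance at 600 nm, normalized to DMSO and equimolar FeCl3 plus clioquinol controls.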
TGFb SMAD3 inh – blocks TGF-b signaling. hit rate 1.2% among 410,000. HepG2 CAGA-GFP TGF-b/SMAD3 reporter, GFP fluorescence, 18 h; TGF-beta stimulated, 500 pg/mL final. Potency, µM (series often up to 46.1 µM), for the others: at the highest dose activity, negative = inhibition, usual class: inhibitors; also: potency is read from the fitted curve at half-maximal effect; % is scaled to controls: 0 for no effect and ±100 for the full control effect; nearly all actives have a fitted effect of over 65% in size
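HEPG2 CAGA-GFP reporter cells (1000/well, DMEM with 1% FBS) received compounds, then recombinant TGF-beta at 500 pg/mL final for 18 hours at 37 degrees C. Per-cell GFP summed per well was normalised to unstimulated and stimulated DMSO controls before curve fitting.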
A549 tox – kills or reduces viability of A549 cells in Nrf2 counter-screen; A549 ARE-Fluc cells, CellTiter-Fluor viability, 18-24 h; Potency, µM (doses to about 46 µM), without a hit: at the top dose activity change, negative = cytotoxicity, most hits filed as inhibitors; hit rate 0.16% among 390,000; AID 504648; also: potency is read from the fitted curve at half-maximal effect; % is scaled to controls: 0 for no effect and ±100 for the full control effect
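Cytotoxicity counterscreen: CellTiter-Fluor fluorescence was measured in A549 ARE_Fluc cells after 18-24 h of compound exposure in a concentration series. The subsequent BugLite luminescent read reports ARE-luciferase activity.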
Nrf2 inh – blocks Nrf2 signaling; A549 ARE-Fluc reporter, luciferase luminescence, 18-24 h; Potency, µM (top dose mostly 46 µM), for inactives: at the top dose activity change, negative = inhibition, actives largely listed as inhibitors; hit rate 2.1% among 360,000; also: potency is read from the fitted curve at half-maximal effect; % is scaled to controls: 0 for no effect and ±100 for the full control effect; nearly all actives have a fitted effect of over 60% in size
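Reporter: ARE-Fluc in A549. Exposure: 18-24 h, 37 °C, 5% CO2, 5% FBS OPTI-MEM. Readouts: fluorescent cytotoxicity (CellTiter-Fluor), then luminescent Nrf2 signal after BugLite.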
HepG2 viability – kills HepG2 cells in TGF-b inhibitor counter-screen; HepG2 CAGA-GFP viability, ATP luminescence, 18 h; Potency, µM (doses to about 46.1 µM), inactives show at the top dose activity change, negative = cytotoxicity, hits mostly cytotoxic; hit rate 0.76% among 410,000; also: potency is read from the fitted curve at half-maximal effect; some results filed as inactive show a strong effect at the top dose
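CellTiter-Glo luminescence gave cytotoxicity after 18 hours at 37 degrees C. The cells were HepG2 CAGA-GFP in 1% FBS DMEM, stimulated with 500 pg/mL TGF-beta after compound addition. %Activity was normalised to no-cell wells (complete cell-killing) and DMSO (no toxicity), and curves were fitted and classified.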
Nrf2 activator – activates Nrf2 signaling; Potency, µM (series often up to 46.1 µM), for inactives: top-dose activation, actives largely listed as activators; AREc32 ARE-luciferase reporter (MCF7-derived line), luminescence, 24 h; hit rate 0.31% among 410,000; AID 624171; also: potency is read from the fitted curve at half-maximal effect; % of control where 0% means no effect; nearly all actives have a fitted effect of over 65% in size
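ARE-driven firefly luciferase activity in AREc32 cells measured after a 24 hr compound exposure at 37 deg C, using Steady-Glo reagent and a 30 min room-temperature hold.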
CCT chaperon mod – modulators of cytosolic chaperonin (CCT/TRiC) activity; purified chaperonin ATPase assay, HTRF ADP detection, 30 min; activity change, % (no concentration beside the values), hits read low; hit rate 0.3% among 360,000; AID 651819; in the data active = activity change below about -30%; also: % is scaled to controls: 0 for no effect and ±100 for the full control effect
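TRiC (40 or 20 nM final, by batch activity) in 30 mM Tris pH 7.4, 100 mM KCl, 5 mM MgCl2, 1 mM DTT was treated with compound at 76 uM single dose, then 10 uM ATP, 30 min at 37 °C. ADP was read by HTRF Transcreener.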
The depositor's hits bear a star; i = inactive; ? = inconclusive; nt = no result given; [ ] = another dose, or the depositor's remark. Unless noted, calls follow the shape of the dose curve; as a rule, active = well fitted curve in the direction sought with a large enough effect; inconclusive = small, poorly fitted or top-dose-only effect, or another doubt; inactive = no such curve, though single readings can be large; an effect the other way counts as inactive or inconclusive. Random draw from the library; any-hit rate near 4.3%.

compound | MmCpn inh | Akt phos inh | Abeta yeast res | TGFb SMAD3 inh | A549 tox | Nrf2 inh | HepG2 viability | Nrf2 activator | CCT chaperon mod
COc1ccc(NC(=O)N2CCc3ccccc3C2)cc1 | -0.9% | i | 9.6% | -4.3% | 8.1% | 0.0% | -23.8% | -0.2% | -2.1
CCOc1cc(/C=N\NC(=O)CN2CCOCC2)ccc1OCc1ccc(F)cc1 | 0.3% | i | -12.1% | -6.7% | 1.8% | -18.3% | -18.5% | 0.5% | -1.5
COc1cccc(-c2c(C(=O)N/N=C/c3cccnc3)nnn2-c2nonc2N)c1 | 0.6% | i | 1.0% | -6.8% | 0.7% | -1.0% | 5.5% | 0.1% | -0.8
O=C(Nc1c(F)cc(F)cc1Br)c1cc(-c2ccco2)on1 | -2.8% | i | -6.9% | -9.6% | -5.5% | nt | -0.5% | 21.3% | -1.9
Cc1cccc(OCc2nnc3n2CCCCC3)c1 | -2.1% | i | 4.4% | -6.2% | -0.7% | 9.9% | -17.0% | 0.2% | -1.6
COc1ccc(S(=O)(=O)N2Cc3ccccc3CC2C(=O)N2CCOCC2)cc1OC (stereo not given) | 1.3% | i | 20.8% | ? | -6.7% | ? | -4.5% | -0.2% | 0.4
CC(=O)N1C(=O)N(C(C)=O)C2C1N(C(C)=O)C(=O)N2C(C)=O (stereo not given) | 1.6% | i | 2.5% | -0.4% | 2.3% | 4.3% | -3.2% | 0.1% | -2.7
CCCc1cc(C(=O)Nc2c(C)nn(Cc3c(Cl)cccc3Cl)c2C)no1 | nt | nt | -3.4% | -12.9% | -1.0% | ? | -42.0% | 4.5% | nt
COc1cccc(NC(=S)N(C)C2CCN(C)CC2)c1 | ? | i | -2.2% | 0.0% | -9.4% | 0.2% | -5.8% | -0.6% | -1.6
COc1ccc(C(=O)c2coc3ccc(O)cc23)cc1 | -0.2% | i | 0.4% | -13.4% | 0.7% | 6.9% | -17.8% | 1.0% | -0.1
CC(C)(C)NC(=O)c1ccccc1NC(=O)C1CCCO1 (stereo not given) | 2.7% | i | -6.0% | 1.8% | 2.9% | -6.4% | 4.5% | -0.4% | 1.5
COC(=O)C1=C(C)N(C)C(=O)NC1c1cc2c(cc1Br)OCO2 (stereo not given) | 0.8% | i | -22.0% | -22.7% | -1.4% | 4.6% | -17.7% | 0.3% | 1.0
C=CCNS(=O)(=O)c1ccc(OCC(=O)OC)cc1 | 0.8% | i | -0.6% | 8.8% | -0.6% | 3.3% | -26.7% | -0.7% | -2.0
FC(F)(F)c1ccccc1/C=N/n1c(C2CCCCC2)n[nH]c1=S | 0.1% | i | -68.2%[inhibitor] | ? | -9.1% | 1.0% | -112.6% | 4.3% | 2.8
CCOc1ccc(CCNC(=O)COC(=O)/C=C/c2ccc(OC)c(OC)c2)cc1OCC | -3.6% | i | 3.1% | 0.9% | 12.6% | 3.7% | -1.8% | 0.0% | -1.4
Cc1cc(C)cc(N2C(=O)CSC23C(=O)N(CC(=O)NC2CCCCC2)c2ccccc23)c1 (stereo not given) | nt | nt | -2.7% | -3.1% | ? | ? | -19.1% | -0.4% | nt
Cc1ccc(S(=O)(=O)Nc2c3ccccc3nc(=O)n2-c2ccccc2)cc1 | -0.7% | i | 1.1% | 0.4% | -7.8% | 3.0% | -0.9% | 2.1% | -1.4
COc1ccc(N2CCN(C(=O)CCCn3c(=O)[nH]c4ccsc4c3=O)CC2)cc1 | -9.1% | i | -5.1% | 31.2%[activator] | 1.0% | -13.0% | 23.3% | 0.4% | -1.6
O=C(NC(=S)NCCSc1ccccc1)c1cccnc1 | 0.1% | i | ? | -6.7% | 14.4% | ? | 0.3% | 2.9% | 0.6
CCOC(=O)C1CCCN(C(=O)c2ccc(Cn3c(=S)[nH]c4cc(C(=O)OC)ccc4c3=O)cc2)C1 (stereo not given) | 0.4% | i | 15.1% | 9.5% | -12.9% | -5.7% | -19.0% | 0.2% | -5.1

Two compounds from above, showing only HepG2 viability.
compound	HepG2 viability
CC(C)(C)NC(=O)c1ccccc1NC(=O)C1CCCO1 (stereo not given)	4.5%
COC(=O)C1=C(C)N(C)C(=O)NC1c1cc2c(cc1Br)OCO2 (stereo not given)	-17.7%

(list continues)
compound | MmCpn inh | Akt phos inh | Abeta yeast res | TGFb SMAD3 inh | A549 tox | Nrf2 inh | HepG2 viability | Nrf2 activator | CCT chaperon mod
COc1ccc(NS(=O)(=O)c2cccc(NC(=O)c3ccc(S(=O)(=O)N4CCCCCC4)cc3)c2)cc1 | -2.7% | i | 1.5% | 0.0% | ? | 5.8µM* | -21.0% | 0.2% | 2.1
C/C(=N\NC(=S)NC1CCCCC1)c1ccc(OC(F)F)cc1OC(F)F | 1.6% | i | 19.9% | ? | -14.3% | 20.6µM* | 3.8% | 4.6% | -1.0
COCCn1ccc2c(OCC(=O)Nc3cccc(C(F)(F)F)c3)cccc2c1=O | nt | nt | -6.9% | -19.7% | 0.0% | nt | -22.3% | -0.5% | nt
CCOC(=O)c1ccc(NC(=S)N2CCN(CCNC3=CC(=O)CC(C)(C)C3)CC2)cc1 | -0.2% | i | -14.2% | 0.0% | -0.3% | 0.8% | -6.3% | 3.2% | 2.7
CCOC(=O)c1cccc(NC(=O)c2ccc3c(c2)nnn3CC)c1 | nt | nt | 8.2% | 6.1% | -8.2% | ? | -2.0% | -0.4% | nt
COc1ccc(NC(=O)c2ccc(-n3cccn3)nc2)c(OC)c1 | 0.5% | i | -17.2% | -0.3% | 0.0% | -1.1% | -1.4% | -0.6% | -1.7
Cc1ccc(-c2nc3ccccc3c(=O)n2CCCn2ccnc2)cc1 | 0.3% | i | -9.2% | 0.0% | -9.8% | 13.9% | -18.5% | 0.3% | -0.6
CCOc1ccc(-c2ccc(/C=C3/C(=N)N4C=CSC4=NC3=O)o2)c([N+](=O)[O-])c1 | -1.1% | i | -4.8% | -4.4% | -25.9% | ? | 36.0% | 0.2% | -2.7
CC(C)N1CC(C(=O)Nc2nc3ccccc3s2)CC1=O (stereo not given) | 3.3% | i | 2.9% | 15.5% | -1.4% | 18.0% | -9.3% | -0.3% | -1.9
COc1cccc(-n2c(SCC(=O)NCc3cccs3)nc3ccccc3c2=O)c1 | -1.6% | i | -2.2% | 10.3% | -23.9% | -21.5% | -1.6% | 0.5% | -1.9
CN(CCc1ccccn1)C(=S)Nc1cccc(S(=O)(=O)N(C)C)c1 | 1.7% | i | 10.1% | -6.1% | 3.1% | -17.1% | 0.4% | -0.2% | 0.9
COc1ccc(-n2c(=O)c3c4c(sc3n3cnnc23)CC(C)CC4)cc1 (stereo not given) | nt | i | 7.0% | 3.2% | 1.6% | 15.0% | -8.9% | 0.2% | -1.5
CC(=O)N1CCC2(CC1)C/C(=N\NC(=S)Nc1ccc(C)cc1)c1cc(O)ccc1O2 | 0.6% | i | 11.9% | 1.7% | 15.0% | 1.8% | -44.3% | 5.8% | -1.4
Cc1ccc(NC(=O)CS(=O)CC(=O)NCC2CCCO2)cc1 (stereo not given) | 0.9% | i | -4.9% | -0.1% | 1.5% | 28.2% | -13.2% | 2.9% | -0.8
Cn1ncc(N=Cc2ccccc2)c1C(N)=O | -1.2% | i | 0.8%[9.22 µM] | 2.3% | -3.2% | nt | -3.6% | -0.2% | -10.0
COc1ccccc1-c1noc(-c2ccccc2C(=O)NCC2CCCO2)n1 (stereo not given) | -3.1% | i | -1.8% | -1.9% | 5.0% | 24.7% | -24.5% | 5.8% | 0.1
CN1C(=O)CC(c2cn(Cc3ccccc3)c3ccccc23)C1=O (stereo not given) | -0.7% | i | 16.5% | -18.9% | 21.6% | -11.3% | 4.1% | -0.1% | -0.7
Cc1cccc(NS(=O)(=O)c2csc(C(N)=O)c2)c1 | 0.7% | i | 6.5% | 8.2% | -2.3% | ? | 5.0% | 0.4% | 1.3
CN(C(=O)CSc1n[nH]c(=O)[nH]c1=O)c1ccccc1 | -3.7% | i | -1.9% | 5.7% | -0.7% | 5.6% | 0.6% | -0.1% | 0.0
O=S(=O)(Nc1ccc(O)c2ccccc12)c1ccc(OC(F)(F)F)cc1 | nt | i | -17.0% | ? | 0.7% | -0.5% | -110.2% | -2.4% | -2.3
C[C@H]1CN([C@@H](C)CO)C(=O)CCCn2nncc2CO[C@@H]1CN(C)Cc1cccc(C(F)(F)F)c1 | nt | i | -6.0% | -1.9% | nt | nt | -2.3% | 0.9% | 2.0
Cc1ccc(CNC(=O)Cc2noc3ccccc23)cc1 | 2.3% | i | -7.8% | 4.3% | 1.1% | ? | -6.2% | -0.2% | 0.1
C=CCN(Cc1cccc(OC)c1OC)S(=O)(=O)N(C)C | 0.7% | i | 1.5% | 1.4% | -10.6% | 0.1% | 3.9% | 0.2% | -0.2
O=C(CCc1ccc(S(=O)(=O)N2CCOCC2)cc1)Nc1nccs1 | -0.3% | i | 7.2% | 3.3% | -0.1% | -5.2% | -3.8% | -0.2% | -6.2
O=C(COC(=O)c1c(Cl)cccc1Cl)Nc1cc(Cl)ccc1Oc1ccccc1 | 0.0% | i | -1.3% | -5.4% | 14.5% | 7.4% | -17.6% | 0.9% | 1.2
CC(=O)N1CCN(c2ccc(NC(=O)c3ccc4c(c3)OCCO4)cc2Cl)CC1 | -4.3% | i | 3.0% | 1.6% | -11.6% | ? | -11.5% | 3.3% | -3.2
Cc1cccc(C)c1N(Cc1ccccc1F)S(C)(=O)=O | 1.8% | i | 3.9% | 15.9% | -4.5% | 3.6% | 31.2% | -0.5% | -4.2
